GalR3 antagonist – blocks the human galanin receptor 3; inhibition, % at 3 µM; 360,000 tested, 0.44% active; HEK293 GalR3-CNG cAMP membrane potential fluorescence; galR3 body fused to GalR1 C-terminus; O60755;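 active = inhibition above the screen-wide average plus 3 SD, cut at about 13% in these data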;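 also: forskolin and galanin both at EC90 stimulate the cells; cAMP rise reported by CNG channel membrane potential dye signal; 0% = forskolin plus galanin with DMSO and 100% = forskolin alone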
CHRM4 PAM – potentiates acetylcholine response at human M4 receptor. P08173. CHO-K1 hM4/Gqi5, Fluo-8 calcium fluorescence, ACh EC20; 0% = ACh EC20, 100% = maximal ACh. activation, % at 3 µM. 360,000 tested, 0.4% active;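 active = activation above its plate's cutoff, the mean activation of sample wells plus 3 SD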; also: some results filed as inactive read as strong as hits
MEKK3 PB1 HTS – raises or lowers MEK5 binding to the human MEKK3 PB1 domain. bead-based flow cytometry, Alexa488-MEK5 binding to MEKK3; actives lie on both sides; 0 = blocked by unlabeled MEK5, 100 = vehicle. 290,000 tested, 1.4% active. binding response (% of control), % at 10 µM;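 active = binding response more than 3 SD above or below the average of its plate-row segment, actives on both sides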;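 also: Alexa488 bead fluorescence after subtracting the streptavidin-only scavenger bead signal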
CRFBP-R2 block – blocks CRF-induced signaling of the CRF-BP/CRF-R2 complex; HEK293 CRF-R2/CRF-BP, CRF-induced calcium fluorescence; inhibition, % at 11.8 µM; 350,000 tested, 0.59% active; AID 588475;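 active = inhibition of the ligand-induced calcium signal above about 50% at the single tested concentration, limit read from the data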
CRFBP-R2 agonist – CRF-BP/CRF-R2 complex agonism | HEK293 CRF-R2/CRF-BP, calcium dye fluorescence (FLIPR); percent of saturating CRF peptide response | activation, % at 13.2 µM | 350,000 tested, 0.46% active;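 active = activation of at least 50%, plus an integration ratio under a set limit after plate pattern correction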;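 also: plate controls were neutral control wells without compound for no effect and CRF at EC100 for full effect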
PHOSPHO1 inh – PHOSPHO1 (human) inhibition; inhibition, % at 13.3 µM; AID 1565; 290,000 tested, 1.1% active; recombinant PHOSPHO1, absorbance phosphatase assay; Q8TCT1; in the data active = inhibition above about 60%
IDE cell activ – IDE (human) activation, cell-based; P14735; HEK cells, FAbeta-B cleavage, fluorescence polarization; 0% vehicle, 100% cell-free pure enzyme wells; activation, % at 5.96 µM; 340,000 tested, 0.073% active; AID 493087;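 active = activation above the mean of all tested compounds plus 3 SD, set per screening campaign, cut at about 17% in these data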
Target sequence (P14735 whole entry, looked up): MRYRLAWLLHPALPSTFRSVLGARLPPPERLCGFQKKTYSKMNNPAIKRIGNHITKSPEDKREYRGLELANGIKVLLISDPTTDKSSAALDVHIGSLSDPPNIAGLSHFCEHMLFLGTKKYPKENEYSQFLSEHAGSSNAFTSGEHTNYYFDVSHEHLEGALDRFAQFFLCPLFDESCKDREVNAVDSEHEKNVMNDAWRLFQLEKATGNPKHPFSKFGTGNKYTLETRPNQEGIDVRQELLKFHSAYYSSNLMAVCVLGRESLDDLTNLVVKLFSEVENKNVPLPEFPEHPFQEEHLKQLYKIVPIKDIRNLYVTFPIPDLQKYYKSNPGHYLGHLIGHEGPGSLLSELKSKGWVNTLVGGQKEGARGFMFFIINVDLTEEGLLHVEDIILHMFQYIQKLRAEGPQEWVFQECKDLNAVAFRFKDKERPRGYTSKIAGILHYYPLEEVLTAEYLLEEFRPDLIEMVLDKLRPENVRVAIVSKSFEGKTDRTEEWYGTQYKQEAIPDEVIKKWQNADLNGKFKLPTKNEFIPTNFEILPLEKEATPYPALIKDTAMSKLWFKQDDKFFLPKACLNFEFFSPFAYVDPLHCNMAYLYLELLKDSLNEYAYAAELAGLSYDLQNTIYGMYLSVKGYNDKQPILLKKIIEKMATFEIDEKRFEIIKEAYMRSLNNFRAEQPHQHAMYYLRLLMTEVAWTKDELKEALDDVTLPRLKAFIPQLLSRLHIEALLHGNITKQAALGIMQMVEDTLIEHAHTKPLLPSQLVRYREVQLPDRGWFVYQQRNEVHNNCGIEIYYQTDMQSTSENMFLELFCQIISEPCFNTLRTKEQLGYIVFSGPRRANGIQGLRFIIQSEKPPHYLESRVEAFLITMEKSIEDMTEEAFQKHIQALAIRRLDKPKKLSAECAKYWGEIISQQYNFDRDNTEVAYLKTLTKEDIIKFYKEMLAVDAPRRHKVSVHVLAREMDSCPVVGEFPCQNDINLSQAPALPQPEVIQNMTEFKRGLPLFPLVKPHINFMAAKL
p-CIP stab down – p/CIP protein destabilization; Q05BA5; F442A p/CIP-EGFP cells, EGFP fluorescence, 16 h; decrease of EGFP signal, % at 10 µM; 290,000 tested, 0.01% active; AID 1984;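 active = EGFP signal decrease of at least 30% at 10 µM or well 3 SD below plate mean, unless failing retest; inactive = the rest, including hits failing retest or dose response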; also: some compounds called inactive have numbers as strong as hits; many of its hits are not listed in these tables
IDE inh – cellular human IDE inhibition | HEK cells, FAbetaB cleavage, fluorescence polarization | inhibition, % at 5.59 µM | 320,000 tested, 0.41% active | AID 434962;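 active = percent inhibition above the average of all tested compounds plus 3 SD, set per screening campaign, cut at about 16% in these data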;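 also: IDE supplied by intact live HEK cells; FP after avidin binding of uncleaved biotin substrate so inhibition keeps polarization high; 0% = DMSO wells and 100% = 60 µM reference IDE inhibitor Ii1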
* marks the source's active call; other numbers are inactive results; . = no result given.

Start of the data: the first two records, to show the layout:
SMILES	GalR3 antagonist	CHRM4 PAM	MEKK3 PB1 HTS	CRFBP-R2 block	CRFBP-R2 agonist	PHOSPHO1 inh	IDE cell activ	p-CIP stab down	IDE inh
Cc1ccccc1OCC(=O)N/N=C1\CCOc2c(C)cccc21	-8.7	-0.3	97.0	-0.1	-0.7	28.7	3.5	-16.9	-1.3
O=[N+]([O-])c1cccc(C2=NC(c3ccccc3)CO2)c1 (configuration not stated)	-3.5	2.7	107.0	-5.3	-1.2	-6.3	4.4	-5.2	2.5

The whole of this part, from the first entry:
SMILES	GalR3 antagonist	CHRM4 PAM	MEKK3 PB1 HTS	CRFBP-R2 block	CRFBP-R2 agonist	PHOSPHO1 inh	IDE cell activ	p-CIP stab down	IDE inh
Cc1ccccc1OCC(=O)N/N=C1\CCOc2c(C)cccc21	-8.7	-0.3	97.0	-0.1	-0.7	28.7	3.5	-16.9	-1.3
O=[N+]([O-])c1cccc(C2=NC(c3ccccc3)CO2)c1 (configuration not stated)	-3.5	2.7	107.0	-5.3	-1.2	-6.3	4.4	-5.2	2.5
O=C(CN1CCN(c2ccccc2O)CC1)Nc1ccc(S(=O)(=O)N2CCCCCC2)cc1	-2.6	6.4	.	-7.3	-1.7	.	10.7	.	.
COc1cc(C(=O)Nc2cc(C(F)(F)F)ccc2-n2cncn2)cc(OC)c1OC	-3.2	1.9	101.0	1.4	2.6	6.6	2.9	-6.3	-10.1
COc1ccccc1C(=O)NC(CCSC)C(=O)NCCCSc1ccccc1 (configuration not stated)	-3.2	-0.1	.	0.2	0.3	.	1.3	.	0.2
COc1ccc(CNCC(O)COc2cccc3c2OC(C)(C)C3)cc1 (configuration not stated)	-4.7	-1.0	102.0	-9.8	0.3	-22.7	10.1	-11.2	2.3
O=C(NCc1ccccc1CN1CCCC1)c1cccc(S(=O)(=O)N2CCCC2)c1	-3.5	-5.7	.	-0.9	0.6	.	3.1	.	-5.3
OCCC1CN(Cc2c(F)cccc2Cl)CCN1C1CCCCC1 (configuration not stated)	-6.3	-26.3	100.0	-36.3	2.1	41.1	6.0	0.7	-0.7
CC1(C)Oc2ccc(C(=O)NC3CCCC3)cc2N(CC(=O)N2CCOCC2)C1=O	-4.5	3.4	99.0	19.5	-0.5	12.6	1.7	-2.9	1.8
Cc1cc(NCc2ccccn2)nc2ccccc12	-5.9	-1.6	99.0	3.0	-0.6	-2.6	-2.2	-9.4	1.0
Cc1cc2c(=O)n(CC(=O)N3CCN(c4ccc(F)cc4)CC3)cnc2s1	1.8	0.0	87.0	-17.9	-1.6	17.6	-0.3	-5.0	3.2
O=C(CCCl)Nc1ccc(S(=O)(=O)NCc2ccco2)cc1	-12.0	-9.4	103.0	-4.6	1.0	5.0	1.8	-7.1	0.6
CCN(CC(=O)NCc1ccccn1)S(=O)(=O)c1cc(Cl)ccc1Cl	-3.2	5.3	.	3.9	-2.0	.	-0.6	.	7.5
CC(=O)NS(=O)(=O)c1ccc(NC(=O)CSc2ccc(Cl)cc2)cc1	-7.6	.	107.0	11.2	3.7	20.8	.	6.7	2.7
CCCC/C=C/C(NC(=O)c1ccc(-c2ccccc2)cc1)c1ccccc1 (configuration not stated)	-2.7	9.2	103.0	-5.3	3.3	.	0.4	.	1.2
OCCC1CN(CC(c2ccccc2)c2ccccc2)CCN1C1CCCC1 (configuration not stated)	-7.5	-15.5	105.0	7.6	2.3	5.3	9.4	0.8	-0.6
Nc1nc(N)c2[nH]cnc2n1	.	.	108.0	-0.4	-1.2	.	.	.	-4.3
CCn1c(=O)cc(C(F)(F)F)[nH]c1=S	-0.2	-10.6	101.0	-0.5	0.5	39.9	9.0	-1.9	-5.0
COC(=O)c1ccc(C(=O)O)nc1	-4.7	12.3	95.0	-7.0	1.3	-14.5	2.5	4.0	4.8
CC(=O)OC(C(=O)NCc1ccco1)c1ccncc1 (configuration not stated)	2.2	2.2	94.0	-6.6	-1.0	6.6	-6.3	-6.1	1.2
O=S(=O)(NCCc1csc(-c2cccnc2)n1)c1ccc(F)cc1	-4.5	0.9	104.0	8.9	-0.8	47.7	6.4	-2.5	-1.7
Cc1ccc(S(=O)(=O)N(Cc2ccccc2)c2ccccn2)cc1[N+](=O)[O-]	-10.7	-13.2	104.0	19.4	-1.1	.	1.8	-105.4	-1.1
O=S(=O)(Cc1ccccc1Cl)c1ncn[nH]1	-6.7	-2.9	94.0	-10.8	-0.3	27.4	.	-17.4	2.8
O=C1NN=C2CCCCCCCCCCC12 (configuration not stated)	-4.0	9.0	.	-0.4	-0.6	.	.	.	.
Cc1noc(C)c1COc1ccc(C(=O)NCc2ccccn2)cc1	-2.0	0.0	88.0	-2.8	-1.5	15.2	5.4	-9.6	-3.2

(next part)
SMILES	GalR3 antagonist	CHRM4 PAM	MEKK3 PB1 HTS	CRFBP-R2 block	CRFBP-R2 agonist	PHOSPHO1 inh	IDE cell activ	p-CIP stab down	IDE inh
N#CCc1ccc(NC(=O)c2cc(S(=O)(=O)N3CCOCC3)ccc2Cl)cc1	2.0	7.4	99.0	8.9	-0.7	14.5	2.5	-0.8	-0.7
O=C(CCC(=O)N/N=C/c1ccco1)N/N=C/c1ccco1	0.7	1.4	101.0	-12.9	-1.1	55.2	.	-5.9	1.0
O=C(Nc1ccn(-c2ccccc2)n1)c1ccc(S(=O)(=O)N2CCCCCC2)cc1	-4.0	-0.1	89.0	-9.8	1.8	-15.0	1.6	-14.7	2.5
CC(C)COC(=O)c1ccccc1N1C(=O)C2C3CCC(C3)C2C1=O (configuration not stated)	8.2	4.3	113.0	-22.5	-2.3	-5.0	-3.9	10.8	-10.0
COc1ccc(N(CC(=O)Nc2cccc3ccccc23)S(C)(=O)=O)cc1	-5.0	-5.1	111.0	-2.4	-0.8	.	1.7	-79.9	-1.0
COc1cc(OC)cc(-c2nnc(Sc3ccc(C=O)cc3[N+](=O)[O-])o2)c1	.	.	94.0	.	.	46.6	.	-1.0	0.2
CCOC(=O)c1c(C)oc(NC(=O)COc2ccc(Cl)cc2C)c1C#N	-4.3	-8.0	92.0	37.9	-0.2	6.4	-0.1	-5.8	-2.0
COc1cc(/C=C2/C(=O)N(c3ccc([N+](=O)[O-])cc3)N=C2N2CCOCC2)ccc1O	-5.3	1.4	91.0	23.4	-5.6	48.3	2.6	-15.7	1.0
CS(=O)(=O)Nc1ccc(C(=O)NCCc2ccccc2)cc1	-2.7	12.4	104.0	-0.4	-1.7	30.4	-1.8	9.3	3.8
CCCOc1ccc(CNC(=O)c2ccc3nc(N4CCOCC4)sc3c2)cc1	1.8	8.4	102.0	-2.1	1.2	20.2	-1.5	-11.3	1.4
COC(=O)c1ccc(CNC(=O)c2cc3ccccc3oc2=O)cc1	-6.0	-0.2	108.0	-13.2	1.8	27.5	2.4	3.7	0.0
O=C(NCCc1ccccc1)C1CCCN1S(=O)(=O)c1ccccc1 (configuration not stated)	-3.3	-5.2	104.0	-5.2	-2.0	5.4	.	13.2	4.6
Cc1oc2cc3oc(=O)c(CCC(=O)NCCN4CCOCC4)c(C)c3cc2c1C	-6.2	11.3	101.0	7.2	-1.6	3.1	-1.8	-15.2	1.5
COc1cccc(C(=O)CN(C(=O)c2ccc(Cl)c(Cl)c2)N2C(=O)C3CCCCC3C2=O)c1 (configuration not stated)	-3.0	12.0	97.0	-16.7	7.9	12.6	5.4	-4.5	5.3
CNc1ccccc1C(C)(C)c1cc(C)[nH]n1	-6.2	9.4	103.0	-3.6	-1.9	27.8	-3.0	4.9	9.5
Cc1cccc(-n2c(N)c(C(=O)N3CCN(C)CC3)sc2=S)c1	-3.2	0.3	104.0	4.4	-1.5	83.6*	-5.2	-3.9	-5.0
Cc1ccc(C(=O)c2nc3c(n2O)CCCC3)cc1	-0.5	7.3	97.0	-15.2	2.3	24.9	-0.5	-0.3	2.6
Cc1cc(C)cc(NC(=O)C2CCN(c3cnccn3)CC2)c1	-5.8	-1.7	101.0	19.8	0.6	-19.6	3.2	-7.0	1.4
CCC(=O)c1c(NC)cc(C)oc1=O	-6.5	1.1	101.0	-3.3	0.0	-8.2	3.0	11.7	-7.4
COc1ccc2ccc3ccc(OC)c(OC(C)=O)c3c2c1	-0.1	6.9	.	28.3	-4.8	.	1.6	.	.
O=S(=O)(NC1CCCC1)c1cccc(S(=O)(=O)N2CCC(n3nnc4ccccc43)CC2)c1	0.5	-11.4	98.0	-7.0	1.7	23.6	1.2	2.9	-8.6
O=C1NC(Cc2ccccc2)C(=O)Nc2ccc(Br)cc21 (configuration not stated)	-3.7	7.2	103.0	-10.2	1.9	.	1.3	-9.8	1.5
Cc1ccc2occ(/C=N/NC(=O)c3ccc(O)cc3)c(=O)c2c1	-0.3	3.6	100.0	-6.8	0.5	16.2	-1.2	-7.3	.
c1ccc(Oc2cc(-c3ccccc3)ncn2)cc1	-3.7	1.1	103.0	34.7	0.6	-35.8	-3.7	-3.6	-1.0

No new results follow: entries from further up.
SMILES	GalR3 antagonist	CHRM4 PAM	MEKK3 PB1 HTS	CRFBP-R2 block	CRFBP-R2 agonist	PHOSPHO1 inh	IDE cell activ	p-CIP stab down	IDE inh
N#CCc1ccc(NC(=O)c2cc(S(=O)(=O)N3CCOCC3)ccc2Cl)cc1	2.0	7.4	99.0	8.9	-0.7	14.5	2.5	-0.8	-0.7
O=C(CCC(=O)N/N=C/c1ccco1)N/N=C/c1ccco1	0.7	1.4	101.0	-12.9	-1.1	55.2	.	-5.9	1.0
O=C(Nc1ccn(-c2ccccc2)n1)c1ccc(S(=O)(=O)N2CCCCCC2)cc1	-4.0	-0.1	89.0	-9.8	1.8	-15.0	1.6	-14.7	2.5
CC(C)COC(=O)c1ccccc1N1C(=O)C2C3CCC(C3)C2C1=O (configuration not stated)	8.2	4.3	113.0	-22.5	-2.3	-5.0	-3.9	10.8	-10.0
COc1ccc(N(CC(=O)Nc2cccc3ccccc23)S(C)(=O)=O)cc1	-5.0	-5.1	111.0	-2.4	-0.8	.	1.7	-79.9	-1.0
COc1cc(OC)cc(-c2nnc(Sc3ccc(C=O)cc3[N+](=O)[O-])o2)c1	.	.	94.0	.	.	46.6	.	-1.0	0.2
CCOC(=O)c1c(C)oc(NC(=O)COc2ccc(Cl)cc2C)c1C#N	-4.3	-8.0	92.0	37.9	-0.2	6.4	-0.1	-5.8	-2.0
COc1cc(/C=C2/C(=O)N(c3ccc([N+](=O)[O-])cc3)N=C2N2CCOCC2)ccc1O	-5.3	1.4	91.0	23.4	-5.6	48.3	2.6	-15.7	1.0
CS(=O)(=O)Nc1ccc(C(=O)NCCc2ccccc2)cc1	-2.7	12.4	104.0	-0.4	-1.7	30.4	-1.8	9.3	3.8
CCCOc1ccc(CNC(=O)c2ccc3nc(N4CCOCC4)sc3c2)cc1	1.8	8.4	102.0	-2.1	1.2	20.2	-1.5	-11.3	1.4
COC(=O)c1ccc(CNC(=O)c2cc3ccccc3oc2=O)cc1	-6.0	-0.2	108.0	-13.2	1.8	27.5	2.4	3.7	0.0
O=C(NCCc1ccccc1)C1CCCN1S(=O)(=O)c1ccccc1 (configuration not stated)	-3.3	-5.2	104.0	-5.2	-2.0	5.4	.	13.2	4.6
Cc1oc2cc3oc(=O)c(CCC(=O)NCCN4CCOCC4)c(C)c3cc2c1C	-6.2	11.3	101.0	7.2	-1.6	3.1	-1.8	-15.2	1.5
COc1cccc(C(=O)CN(C(=O)c2ccc(Cl)c(Cl)c2)N2C(=O)C3CCCCC3C2=O)c1 (configuration not stated)	-3.0	12.0	97.0	-16.7	7.9	12.6	5.4	-4.5	5.3

Screens (PubChem)
